Assay outcomes from PubChem.
FLuc inh counter – firefly luciferase enzyme inhibitors, primary screen, artefact control for luciferase-based inhibitor screens, biochemical, luminescence, ATPLite. 10 min. inhibition, % at 10 µM. 1.5% of 200,000 active;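 active = inhibition above about 50% when tested at 10 µM, limit read from the data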
Target sequence (P08659 whole entry, looked up): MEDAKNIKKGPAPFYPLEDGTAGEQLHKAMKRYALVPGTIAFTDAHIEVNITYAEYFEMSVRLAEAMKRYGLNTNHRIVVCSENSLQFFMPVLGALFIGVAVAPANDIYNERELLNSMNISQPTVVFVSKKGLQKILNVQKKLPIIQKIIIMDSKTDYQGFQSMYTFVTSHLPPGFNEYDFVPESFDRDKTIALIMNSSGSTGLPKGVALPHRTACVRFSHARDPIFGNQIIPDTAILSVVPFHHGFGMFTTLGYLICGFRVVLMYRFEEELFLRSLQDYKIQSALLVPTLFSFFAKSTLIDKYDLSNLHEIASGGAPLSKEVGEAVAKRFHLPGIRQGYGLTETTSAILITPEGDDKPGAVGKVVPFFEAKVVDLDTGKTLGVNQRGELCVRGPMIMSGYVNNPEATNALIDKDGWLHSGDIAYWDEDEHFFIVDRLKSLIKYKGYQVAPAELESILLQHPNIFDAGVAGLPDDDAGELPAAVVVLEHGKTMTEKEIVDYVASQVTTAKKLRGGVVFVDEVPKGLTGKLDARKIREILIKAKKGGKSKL
NF-kB neuron act – activators of NF-kB expression in neurons, primary screen, cell-based, HTS; human neuronal cells, NF-kB reporter expression; stronger effect = higher value; fold change at 12.5 µM; 1.6% of 190,000 active; in the data active = fold change above about 3.3
FLuc stim CS – FLuc activators, initial screening, artefact control for FLuc-dependent activation tests, biochemical, ATPlite luminescence; Luciferin 4-monooxygenase (Photinus pyralis), P08659; ATPlite luciferase biochemical, 10 min; 0 = ATP-free wells, 1 = DMSO control; activation factor at 10 µM; 200,000 tested, under 10 active; AID 1027, 2008;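 active = luciferase activation factor, scaled between plate controls, of at least 2 with compound at 10 µM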
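System: Luciferase/luciferin detection reagent, cell-free biochemical luciferase assay | Medium: PBS buffer for ATP | Dosing: Test compounds dosed from 2 mM stocks in 100% DMSO | Timing: 10 min at ambient temperature | Signal: Luminescence measurement of luciferase light output | Evaluation: Luciferase activation, seen as luminescence increase over controls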
G6PDH CS – L. mesenteroides G6PDH inhibitors, counter-screen for G6PDH-coupled screening assays, biochemical, Leuconostoc mesenteroides enzyme; glucose-6-phosphate dehydrogenase [Leuconostoc mesenteroides]; Purified L. mesenteroides G6PDH, diaphorase/resazurin coupled fluorescence, 45 min; inhibition, % at 5 µM; 0.12% of 200,000 active; in the data active = inhibition above about 50%
Redox H2O2 prof – compounds producing H2O2 with reducing agent – biochemical, NIH compound library profiling, artefact control for MLSCN library redox annotation, primary screen | DTT-dependent redox cycling H2O2, phenol red/HRP absorbance; 100% = 100 µM peroxide control, 0% = buffer | activation, % at 10 µM | 0.03% of 200,000 active | AID 878, 2007;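 active = activation of at least 50% relative to the plate's high and low controls in the primary single-dose screen; inactive = activation below 50%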;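 note: compound incubated with DTT at 0.8 mM final as the reducing agent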
APP transl inh – inhibitors of APP translation via 5'UTR reporter, primary screen, APP 5'UTR luciferase, SH-SY5Y cells; SH-SY5Y APP 5'UTR-luciferase reporter, luminescence; inhibition, % at 2 µM; 0.82% of 190,000 active;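 active = inhibition above a set limit, derived from the sample mean plus 3 SD, cut at about 45% in these data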; note: values of inactives mirror those of a sister screen read the other way
STAT1 act – STAT1 signaling activators, primary screen, cell-based, HTS, luciferase reporter | NIH 3T3 STAT1-luciferase reporter, IFN-gamma, luminescence; 100% = IFN-gamma alone, no compound | activation (% of control), % at 5.5 µM | 2.6% of 200,000 active | AID 932, 2007;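 active = activation above the screen-wide mean activation plus 3 SD, cut at about 130% in these data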;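 note: raw ratio to IFN-gamma control signal so 100% means no change and 0% no light; values of inactives mirror those of a sister screen read the other way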
APP 5'UTR act – activators of APP 5'UTR luciferase reporter, primary screen, SH-SY5Y cells | SH-SY5Y APP 5'UTR luciferase reporter, luminescence; zero percent = DMSO vehicle wells | 1% of 190,000 active | AID 1276, 2008 | activation, % at 2 µM;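 active = activation above a set limit, based on mean plus 3 SD of controls, cut at about 140% in these data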; note: values of inactives mirror those of a sister screen read the other way
Hsp70 activator – Hsp70 transcriptional activators, primary screen, cell-based, HeLa, Hsp70 promoter luciferase, luminescence, 10 µM. HeLa Hsp70 promoter luciferase reporter; scaled: vehicle 0, proteasome-inhibitor control 100%. activation, % at 10 µM. 0.04% of 200,000 active. AID 1203, 2008;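 active = activation above the mean across all tested compounds plus 3 SD, cutoff set per campaign, cut at about 5.5% in these data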;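 note: 100% = MG132 at 30 µM as the positive control and 0% = DMSO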
HMGR II inh – inhibitors of E. faecalis class II HMGR, primary screen, biochemical, Enterococcus faecalis. purified E. faecalis HMGR, NADPH absorbance 340 nm kinetic. HMG-CoA reductase (Enterococcus faecalis, mvaE). inhibition, % at 10 µM. 0.41% of 190,000 active. AID 1066, 2008;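 active = inhibition above a set limit, the median over all tested compounds plus 3 SD, cut at about 9.5% in these data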;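 note: enzyme runs in reverse so mevalonate oxidation gives rising NADPH absorbance; 0% = complete reaction with DMSO and 100% = background rate lacking mevalonate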
The depositor's hits bear a star; / = not tested or not shown.

SMILES	FLuc inh counter	NF-kB neuron act	FLuc stim CS	G6PDH CS	Redox H2O2 prof	APP transl inh	STAT1 act	APP 5'UTR act	Hsp70 activator	HMGR II inh
COc1ccc(C2NC(c3ccc(OC)cc3)C([N+](=O)[O-])C(C)(C)C2[N+](=O)[O-])cc1 (centres undefined)	-4	1.1	1	6	-0.1	-3	99	3	-0.2	8
CCc1nnc(NS(=O)(=O)c2ccc(N/C=C\C(=O)c3ccc(F)cc3)cc2)s1	-2	1	1	6	0.5	0	114	0	-0.3	-4
O=[N+]([O-])c1ccc(COc2ccccc2/C=N/O)cc1	6	2.8	0.9	7	-0.1	-32	126	32	-0.2	-5
CCCC(=O)NC(=S)Nc1sc2c(c1C(N)=O)CCC2	19	1.3	0.8	0	-0.2	-6	109	6	-0.1	-2
O=C(NC1CCCCCCC1)c1ccccc1-c1ccccc1	-4	1	1	8	-0.3	-8	95	8	0.2	0
CC1=C(C(=O)Nc2ccc(C)cc2)C(c2ccco2)NC(=O)N1 (centres undefined)	-5	/	1.1	-3	1.1	-15	102	15	-0.2	-1
Cc1nn(-c2ccccc2)c(N)c1Sc1cccc([N+](=O)[O-])c1	-8	0.94	1.1	-5	-0.7	15	101	-15	-0.3	1
Cc1cccc(NC(=O)COc2ccc(/C=N\n3cnnc3)cc2)c1	-2	1.2	1	5	-0.3	9	93	-9	-0.3	2
COC(=O)c1ccc2c(c1)N(Cc1nc(-c3cccc(C)c3)oc1C)C(=O)C1CCCN21 (centres undefined)	-2	1.1	1	11	-1.1	1	94	-1	-0.4	-1
Cc1nnc(NC(=O)C2COc3ccccc3O2)s1 (centres undefined)	-5	1.6	1.1	4	-0.9	-19	129*	19	-0.2	6
c1ccc2c(c1)ncn2CCC1CCCCC1	1	1.1	1	-5	-0.2	-12	103	12	0.0	2
O=C(COc1ccc(Cc2ccccc2)cc1)c1ccc(F)cc1	34	0.97	0.7	-6	-0.3	-27	96	27	-0.2	-2
COc1ccc(Cn2c(-c3ccc(OC)cc3)nc3c(c(=O)c4ccccc4n3C)c2=O)cc1	-9	0.96	1.1	-18	0.5	-1	101	1	0.0	-5
COc1cc(C)nc(NS(=O)(=O)c2ccccc2)n1	-2	1.2	1	-5	0.3	0	98	-1	1.5	-1
CCC(C)NC(=O)CN(c1ccc(OC)cc1)S(=O)(=O)c1ccc(NC(C)=O)cc1 (centres undefined)	-1	0.91	1	6	-2.4	-8	96	8	-0.3	1
COc1cc(/C=N/NC(=O)/C(=C\c2ccc([N+](=O)[O-])cc2)NC(=O)c2ccccc2)cc(OC)c1O	-2	0.82	1	1	-0.1	-10	97	10	-0.1	-3
O=C(C[n+]1cccc(CNC(=O)c2ccc(OC(F)F)cc2)c1)Nc1ccc(F)cc1	-4	1.1	1	15	-0.1	-5	95	5	0.1	-6
COC(=O)NCc1cc2cc(Cl)ccc2[nH]1	2	1.1	1	17	0.7	5	106	-5	-0.4	-1
C/C(CC(=O)Nc1ccc(C)c(Cl)c1)=N\NC(=O)Cc1ccccc1	-3	1.3	1	-6	-0.2	-4	96	4	0.0	-2
O=c1c2ccccc2nnn1CSc1ccc2c(c1)OCCO2	9	4.2*	0.9	-4	2.4	-113	146*	113	-0.1	-11
CCOc1ccc(NC(=O)c2nccnc2CO)cc1	63*	3.2	0.4	8	-3.5	-61	144*	61	0.1	0
CCCN1C(=O)c2cc(C(=O)NCc3ccc(OC)cc3)ccc2C1O (centres undefined)	1	1.2	1	2	-0.6	3	92	-3	0.1	-4
O=C(NCCCN1CCN(Cc2ccccc2)CC1)C1CCN(S(=O)(=O)N2CCCC2)CC1	-7	1.1	1.1	5	1.2	24	99	-23	0.2	-6
O=C(Nc1cccc(C(F)(F)F)c1)c1cc(-c2ccc(F)cc2)on1	-4	1	1	-3	0.2	-3	103	3	-0.1	-3
CN(Cc1nc(Cc2ccccc2F)no1)CC1(N2CCOCC2)CCCCC1	-4	1.3	1	17	-1.6	0	102	0	0.2	1

Following part.
SMILES	FLuc inh counter	NF-kB neuron act	FLuc stim CS	G6PDH CS	Redox H2O2 prof	APP transl inh	STAT1 act	APP 5'UTR act	Hsp70 activator	HMGR II inh
CC(=O)c1ccc(N(C(=O)Cc2c[nH]c3ccccc23)C(C(=O)NC2CCCCC2)c2cccs2)cc1 (centres undefined)	2	1	1	3	0.9	-16	106	16	-0.1	5
O=C(C(Cl)Cl)N1CCN(c2ccccn2)CC1	-6	1.3	1.1	9	-0.2	-4	106	4	-0.3	-3
COc1ccc(C(=O)Nc2c(Cl)cc(Cl)cc2C(=O)N2CCC(C)CC2)cc1	0	0.85	1	11	-0.1	11	95	-11	-0.3	-8
Cc1csc(NC(=O)c2ccoc2C)n1	1	2	1	-15	1.7	-29	121	29	0.1	-1
COc1cccc(-n2c(=O)c3c(C)c(C(=O)N(C)C)sc3n(CC(=O)NCC3CCCO3)c2=O)c1 (centres undefined)	0	1.1	1	1	-0.3	1	107	-1	-0.2	9
CC(C)OC(=O)c1ccc(NC(=O)c2cncc(Br)c2)cc1	-3	1.1	1	4	-0.2	-12	106	11	-0.1	-2
O=C(/C=C/c1ccc(Cl)cc1Cl)n1cccn1	39	0.97	0.6	13	-3.6	-13	81	13	-0.3	5
Nc1[nH]nc2ncc3cc4ccccc4nc3c12	2	0.42	1	27	-0.6	6	139*	-6	-0.2	-4
COc1ccc(OC)c(NC(=S)N(CCc2c(C)[nH]c3ccc(C)cc23)Cc2cccs2)c1	-1	0.83	1	4	0.8	26	97	-26	-0.4	-5
O=C(CCSCCc1ccccn1)Nc1nccs1	-4	0.9	1	4	-0.6	-8	105	8	-0.1	-10
COc1cccc(C2=NOC(C(=O)NCc3ccc(F)cc3)C2)c1 (centres undefined)	-4	1.1	1	2	1.9	-10	98	10	-0.1	-1
C/C(=N\NC(=O)c1cccnc1)c1ccc(OC2OCCOC2Oc2ccc(/C(C)=N/NC(=O)c3cccnc3)cc2)cc1 (centres undefined)	-2	1	1	6	-1.4	-9	98	9	0.0	-2
CN1C2CCC1/C(=C\c1ccccc1F)C(=O)/C2=C/c1ccccc1F	-9	1.1	1.1	-12	1.2	0	77	0	0.4	0
O=C1CS/C(=N\c2ccccn2)N1C1CCCCC1	-5	0.92	1.1	12	-1.6	1	99	-1	-0.1	-6
O=[N+]([O-])c1ccc(-c2nnc(-c3ccccc3)c(NCCCO)n2)cc1	12	1.1	0.9	1	0.2	15	106	-15	-0.4	2
Cc1cccc2c(=O)cc(C)n(CC(=O)N3CCCCC3)c12	1	0.86	1	4	-0.9	-10	98	10	-0.4	-2
Cc1c(Cc2ccccc2)c(=O)oc2c(CN(C)C)c(O)c(Cl)cc12	-1	1.2	1	0	-2.6	10	95	-10	-0.2	0
CC(=O)c1c(C)nc(-c2ccc3c(c2)OCO3)n1O	4	1.4	1	6	-0.9	-2	100	2	0.0	0
O=[N+]([O-])c1ccc(N/N=C/c2cn(Cc3ccc(F)cc3)c3ccccc23)nc1	3	1.1	1	-4	1.2	-4	97	4	-0.3	-9
CN(C)S(=O)(=O)c1ccc(C(=O)Nc2nc(-c3cc4ccccc4o3)cs2)cc1	-4	1.4	1	6	0.2	-58	86	58	0.4	-4
O=C(CSc1ccc(-c2ccc(F)cc2)nn1)Nc1ccc2c(c1)OCCO2	5	1.1	0.9	-7	0.7	-2	97	2	0.2	-2
c1ccc(CCNc2nc3ccccc3s2)cc1	3	2.2	1	7	0.2	-31	119	31	-0.3	-4
CC(N=c1ccccn1C(=O)Nc1ccc(Cl)cc1)c1ccco1 (centres undefined)	3	1.4	1	5	3.2	-15	114	15	0.2	4
O=[N+]([O-])c1cccc(/C([O-])=C(/C(=S)Nc2ccccc2F)[n+]2ccccc2)c1	-2	1	1	0	0.1	-12	108	12	-0.1	2
CC(C)CCN1CCN(Cc2ccc(C(F)(F)F)cc2)CC1CCO (centres undefined)	-4	0.9	1	6	-0.9	6	100	-6	-0.1	-3

(further entries)
SMILES	FLuc inh counter	NF-kB neuron act	FLuc stim CS	G6PDH CS	Redox H2O2 prof	APP transl inh	STAT1 act	APP 5'UTR act	Hsp70 activator	HMGR II inh
O=C(Cc1ccccc1)NCC(=O)N/N=C/c1ccc(Cl)cc1	2	1.1	1	3	0.2	-23	101	23	-0.4	-3
COc1ccc(OC)c(C2C(C(C)=O)=C(O)C(=O)N2c2ccc(O)cc2)c1 (centres undefined)	-5	1.1	1	5	-2.8	-6	106	6	-0.2	3
Cn1c(=O)oc2cc(S(=O)(=O)NCCN3CCCCCC3)ccc21	10	1.2	0.9	7	0.2	0	110	1	0.2	-1
COc1ccc(CCNC(=O)CSc2nc3[nH]ncc3c(=O)n2-c2ccccc2OC)cc1OC	0	1.2	1	4	-0.2	24	99	-24	-0.3	-2
O=S(=O)(c1ccccc1C(F)(F)F)N1CCOCC1	-2	1.1	1	1	0.2	-1	106	1	0.0	0
Cc1cc(N2CCN(C)CC2)nc2ccc(NC(=S)N3CCN(c4ccc(Cl)cc4)CC3)cc12	-6	1	1.1	6	-1.5	-15	100	15	-0.3	-4
O=C(CCc1ccccc1)NC(=S)NCc1ccco1	-4	/	1	5	-0.6	-4	103	4	-0.2	-5
O=C(CN1CCN(c2ccccc2O)CC1)NC(c1ccccc1)c1ccccc1	-5	0.58	1	-9	0.1	-3	89	3	-0.1	-11
Cc1ccc(C)c(/C=N/NC(=S)NCCc2ccccc2)c1	-2	1	1	0	0.0	6	104	-6	-0.4	0
O=C(Nc1ccc(F)cc1)NC1(C(=O)NCc2ccco2)CCCCC1	-7	1.1	1.1	1	0.8	2	103	-2	-0.2	-2
C#CCOC(=O)c1ccc(-n2cncn2)nc1	-4	1.3	1	-2	-0.1	-9	96	9	-0.4	-4
CC1(C)CC(=O)C2=C(C1)N(CC1CCCO1)C(=O)C2(O)C(F)(F)F (centres undefined)	-8	1.5	1.1	-3	-0.2	-7	93	7	0.1	-6

A different layout for some results above.
SMILES | FLuc inh counter | NF-kB neuron act | FLuc stim CS | G6PDH CS | Redox H2O2 prof | APP transl inh | STAT1 act | APP 5'UTR act | Hsp70 activator | HMGR II inh
O=C(Nc1cccc(C(F)(F)F)c1)c1cc(-c2ccc(F)cc2)on1 | -4 | 1 | 1 | -3 | 0.2 | -3 | 103 | 3 | -0.1 | -3
CN(Cc1nc(Cc2ccccc2F)no1)CC1(N2CCOCC2)CCCCC1 | -4 | 1.3 | 1 | 17 | -1.6 | 0 | 102 | 0 | 0.2 | 1

As entered above:
`CC1(C)CC(=O)C2=C(C1)N(CC1CCCO1)C(=O)C2(O)C(F)(F)F` (centres undefined) in HMGR II inh shows -6
`Cc1cc(N2CCN(C)CC2)nc2ccc(NC(=S)N3CCN(c4ccc(Cl)cc4)CC3)cc12` in Redox H2O2 prof shows -1.5
`O=C(CN1CCN(c2ccccc2O)CC1)NC(c1ccccc1)c1ccccc1` in APP transl inh shows -3
`O=C(CCc1ccccc1)NC(=S)NCc1ccco1` in HMGR II inh shows -5
`COc1ccc(CCNC(=O)CSc2nc3[nH]ncc3c(=O)n2-c2ccccc2OC)cc1OC` in NF-kB neuron act shows 1.2
